b-catenin transl: beta-catenin nuclear translocation modulation; HeLa beta-catenin nuclear translocation, immunofluorescence imaging; AID 1665; nuclear translocation activity, % at 5 µM; 0.3% of 190,000 active;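 active means nuclear translocation activity above 50% at 5 µM, with a well cell count of 50 or more; inconclusive means wells under 50 cells across six images, flagged as toxic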;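 further: per-cell ratio of nuclear to cytoplasmic median beta-catenin stain intensity; plate controls were DMSO negative control for no effect and GSK-3 inhibitor IX positive control for full effect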
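assay system = human HeLa cells, endogenous beta-catenin | times = compound treatment 24 h, 37°C, 5% CO2 | detection = Anti-beta-catenin immunofluorescence on PFA-fixed, Triton-permeabilized cells, DAPI nuclei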
Dynein cargo inh: dynein cargo transport inhibition; 3617.4 mouse cells, GR-EGFP nuclear translocation imaging; test concentration mostly 20 µM; stimulated with dexamethasone, 1 µM; hits give low values; z-score, hits read low; 0.47% of 220,000 active; AID 1381;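 active means plate z-score of nuclear minus cytoplasmic receptor signal below a set negative limit, without overly bright fluorescence or cell loss, cut at about -3.5 in these data, passing the limit was not always enough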;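 further: z-score of nuclear minus cytoplasmic ring GR-EGFP intensity difference per well; some compounds called inactive have numbers as strong as hits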
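Buffer or medium: tetracycline-free induction medium containing charcoal-stripped FBS / Reagent: dexamethasone agonist, 1.0 µM final, for 30 min / Technique: automated 10x imaging of fixed Hoechst-stained cells / Times: induction 48 h, compound 1 h, agonist 30 min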
Insulin prom up: MIN6 insulin promoter up-regulation. AID 1625. z-score at 5 µM. 0.3% of 190,000 active. MIN6 insulin promoter-GFP reporter, high-content imaging; hits give high values;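 active means z-score above 3 at 5 µM with at least 500 cells counted in the well; inconclusive means wells under 500 cells, flagged as cytotoxic or low count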
T cell modulator: modulates CD8 T cell binding to vesicles; 2C CD8+ T cell-vesicle binding, flow cytometry; hits give low values; calls only at 7 µM; 0.068% of 330,000 active;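 active means response, share of CD8 T cells binding vesicles, and their 90th percentile fluorescence all below set limits, cut at about 80% in these data, passing the limit was not always enough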
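incubation = binding step 1.5 h, 37 °C, antibody labelling 20 min, ice | test system = 2C mouse CD8+ T cells | read-out basis = percent CD8+ FL2 mean versus row control | controls = Peptide-free naked vesicles (low) and QL9 vesicles with 0.7% DMSO vehicle (high) | detection = flow cytometry of vesicle-bound cells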
Lipid droplet: modulators of hepatic lipid droplet formation. inhibition, % at 6.5 µM. 0.4% of 240,000 active. AID 1656. AML12 mouse hepatocytes, oleate lipid droplets, BODIPY imaging;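 active means lipid droplet intensity inhibited by at least 50%, with more than 500 cells counted; inconclusive means wells with under 300 cells, treated as cytotoxic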
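Assay system: AML12 mouse liver cells | Compound: 6.5 µM single-point dosing | Schedule: Overnight exposure | Technique: Fluorescence imaging, 20x objective, two fields per well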
MT stabilize HCS: stabilizes microtubules in HeLa cells; % tubulin-high responders, % at 10 µM; HeLa tubulin immunostaining HCS, 24 h; share of cells brighter than vehicle mean+2SD; AID 2205; 0.83% of 200,000 active;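 active means plate Z-score above 3 for both tubulin-high and condensed-nucleus cell shares, with cell loss under 80%, at 10 µM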;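 further: anti alpha tubulin signal scored within the nucleus-defined area of each cell; some results filed as inactive read as strong as hits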
human PMI inhibition: inhibitors of human PMI, primary screen, biochemical, fluorescence intensity, coupled assay (AID 1209) | 0.42% of 190,000 active | inhibition, % at 20 µM; hits with a dose series show IC50 in µM | purified PMI enzyme, coupled fluorescence intensity; higher % means a stronger effect; in the data active means inhibition above about 50%;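 further: plate controls were DMSO vehicle for no effect and wells lacking substrate for full effect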
TNAP activation fold: stimulation of alkaline phosphatase TNAP activity – biochemical, luminescent, no phosphate acceptor, uHTS, primary screen (AID 1001). purified TNAP, luminescent activation assay, no phosphate acceptor; higher activation fold means a stronger effect. one-dose activation fold at 20 µM; EC50 in µM for titrated hits. 0.03% of 200,000 active; in the data active means activation fold from about 3, or a potency from the dose series; inactive means the rest, 99 in 100 with activation fold below about 1.6; further: many of its hits are not listed in these tables
Myeloid diff MLP: compounds promoting myeloid differentiation | ER-HoxA9 myeloid progenitors, lysozyme-GFP differentiation, flow cytometry | calls only at 10 µM | 1% of 360,000 active | AID 624256;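 active means normalized GFP-positive differentiation at or above the plate's own cutoff, the solvent-only control mean plus 3 SD; inconclusive means no clear call, values can overlap the other calls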;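 further: cells exposed to compound for four days before flow analysis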
Dynein cargo inh cytoplasmic EGFP: second read-out of Dynein cargo inh, no call of its own (marks repeat the call); z-score; measured here: cytoplasmic GR-EGFP intensity; hits give high values
Dynein cargo inh nuclear GR-EGFP: also measured in Dynein cargo inh; calls as there; z-score; measured here: nuclear GR-EGFP intensity;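 lower value marks the stronger effect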
Dynein cargo inh cell count: also measured in Dynein cargo inh; calls as there; z-score; measured here: cell count per field
Insulin prom up cell count: further read-out of Insulin prom up, marked with its call; cell count; measured here: cytotoxicity, nuclei count;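 total cells summed across four imaged fields per well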
Lipid droplet cells 6.5 µM: recorded beside Lipid droplet, whose call it bears; cell count; measured here: cell count, cytotoxicity flag;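 cells counted across two imaged fields per well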
b-catenin transl cell count 5 µM: recorded beside b-catenin transl, whose call it bears; cell count; measured here: cell count, cytotoxicity flag
T cell modulator vesicle-bound %: further read-out of T cell modulator, marked with its call; double positive events, %; measured here: CD8+ vesicle-bound cell fraction;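 binding gate set so that unloaded-vesicle control wells show 10% double positive cells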
MT stabilize HCS Hoechst-high %: further read-out of MT stabilize HCS, marked with its call; % Hoechst-high responders; measured here: nuclear condensation Hoechst responders;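 share of cells brighter than vehicle mean plus two SD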
MT stabilize HCS cytotoxicity %: further read-out of MT stabilize HCS, marked with its call; toxicity, %; measured here: cytotoxicity by cell density;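 0% = mean cell density of plate MIN control wells and 100% = no cells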
Myeloid diff MLP GFP+ MAC1+ %: second read-out of Myeloid diff MLP, no call of its own (marks repeat the call); GFP+ MAC1+ double positive, %; measured here: differentiation confirmed by MAC1 staining
Numbers without * were called inactive.

For CCOC(=O)C1(O)CC(C)=NN1C(=O)c1cccc(Br)c1 (stereo not drawn) the results were b-catenin transl -2.1, Dynein cargo inh -0.23, Insulin prom up -0.76, T cell modulator inactive, Lipid droplet 2, MT stabilize HCS 2.4, human PMI inhibition -12%, TNAP activation fold 1.2, Myeloid diff MLP inactive, Dynein cargo inh cytoplasmic EGFP 0.056, Dynein cargo inh nuclear GR-EGFP 0.038, Dynein cargo inh cell count -1.7, Insulin prom up cell count 1225, Lipid droplet cells 6.5 µM 722, b-catenin transl cell count 5 µM 1110, T cell modulator vesicle-bound % 22, MT stabilize HCS Hoechst-high % 1.9, MT stabilize HCS cytotoxicity % 3.2 and Myeloid diff MLP GFP+ MAC1+ % 0.5.
CC(C)c1ccc2[nH]c(O)c(N=NC(=O)c3cccc(S(=O)(=O)Nc4cccc(Cl)c4)c3)c2c1 was read as b-catenin transl 1.6, Dynein cargo inh 0.68, Insulin prom up 0.5, T cell modulator inactive, Lipid droplet 7, Myeloid diff MLP inactive, Dynein cargo inh cytoplasmic EGFP -0.18, Dynein cargo inh nuclear GR-EGFP 1, Dynein cargo inh cell count -1.4, Insulin prom up cell count 952, Lipid droplet cells 6.5 µM 691, b-catenin transl cell count 5 µM 1258, T cell modulator vesicle-bound % 36 and Myeloid diff MLP GFP+ MAC1+ % 0.2.
Fc1ccc(Oc2cnns2)cc1 was read as b-catenin transl -2.9, Dynein cargo inh 0.097, Insulin prom up -0.27, T cell modulator inactive, Lipid droplet 12, MT stabilize HCS 1.2, human PMI inhibition 4%, TNAP activation fold 1.1, Myeloid diff MLP inactive, Dynein cargo inh cytoplasmic EGFP -0.14, Dynein cargo inh nuclear GR-EGFP 0.013, Dynein cargo inh cell count -1.2, Insulin prom up cell count 1406, Lipid droplet cells 6.5 µM 740, b-catenin transl cell count 5 µM 1093, T cell modulator vesicle-bound % 59, MT stabilize HCS Hoechst-high % 1.5, MT stabilize HCS cytotoxicity % 0.9 and Myeloid diff MLP GFP+ MAC1+ % 0.2.
Cc1ccc(N(CC(=O)N2CCc3ccccc32)S(=O)(=O)c2cccs2)cc1 was read as Dynein cargo inh -1.3, Insulin prom up -0.23, T cell modulator inactive, Lipid droplet -1, MT stabilize HCS 2.4, human PMI inhibition 11%, TNAP activation fold 1.2, Myeloid diff MLP inactive, Dynein cargo inh cytoplasmic EGFP -0.15, Dynein cargo inh nuclear GR-EGFP -0.36, Dynein cargo inh cell count 0.91, Insulin prom up cell count 892, Lipid droplet cells 6.5 µM 734, T cell modulator vesicle-bound % 18, MT stabilize HCS Hoechst-high % 1.4, MT stabilize HCS cytotoxicity % 7.5 and Myeloid diff MLP GFP+ MAC1+ % 6.0.
For Cc1ccc(NC(=O)c2nc[nH]c2C(=O)N2CCCCC2)c(C(=O)c2ccccc2)c1 the results were b-catenin transl 3.7, Dynein cargo inh -0.091, Insulin prom up 0.04, T cell modulator inactive, MT stabilize HCS 4.4, human PMI inhibition -1%, TNAP activation fold 1.1, Myeloid diff MLP inactive, Dynein cargo inh cytoplasmic EGFP -0.043, Dynein cargo inh nuclear GR-EGFP 0.079, Dynein cargo inh cell count -0.027, Insulin prom up cell count 1383, b-catenin transl cell count 5 µM 1403, T cell modulator vesicle-bound % 37, MT stabilize HCS Hoechst-high % 2.5, MT stabilize HCS cytotoxicity % 6.3 and Myeloid diff MLP GFP+ MAC1+ % 1.1.
`N#CCn1c(CCl)nc2ccccc2c1=O` gave b-catenin transl -1.3, Dynein cargo inh -2.8, Insulin prom up 0.17, T cell modulator inactive, Lipid droplet -8, MT stabilize HCS 2.9, human PMI inhibition -29%, TNAP activation fold 1.2, Myeloid diff MLP inactive, Dynein cargo inh cytoplasmic EGFP 0.098, Dynein cargo inh nuclear GR-EGFP -0.81, Dynein cargo inh cell count 0.24, Insulin prom up cell count 1244, Lipid droplet cells 6.5 µM 655, b-catenin transl cell count 5 µM 1124, T cell modulator vesicle-bound % 24, MT stabilize HCS Hoechst-high % 3.0, MT stabilize HCS cytotoxicity % 10 and Myeloid diff MLP GFP+ MAC1+ % 0.4.
`COc1ccccc1-c1cc(C(=O)N2CCN(c3ccccc3OC)CC2)no1` gave b-catenin transl 1.0, Dynein cargo inh -0.56, Insulin prom up -0.9, T cell modulator inactive, MT stabilize HCS 36, human PMI inhibition 10%, TNAP activation fold 1, Myeloid diff MLP inactive, Dynein cargo inh cytoplasmic EGFP -0.2, Dynein cargo inh nuclear GR-EGFP -0.033, Dynein cargo inh cell count -0.058, Insulin prom up cell count 1419, b-catenin transl cell count 5 µM 1434, T cell modulator vesicle-bound % 14, MT stabilize HCS Hoechst-high % 8.0, MT stabilize HCS cytotoxicity % 51 and Myeloid diff MLP GFP+ MAC1+ % 5.2.
Screening Fc1ccc(COc2ccc(/C=N/n3cnnc3)cc2)cc1 returned b-catenin transl -0.8, Dynein cargo inh 1.7, Insulin prom up 0.15, T cell modulator inactive, MT stabilize HCS 5.8, human PMI inhibition -3%, TNAP activation fold 1.1, Myeloid diff MLP inactive, Dynein cargo inh cytoplasmic EGFP 0.08, Dynein cargo inh nuclear GR-EGFP 1.3, Dynein cargo inh cell count -1.9, Insulin prom up cell count 1258, b-catenin transl cell count 5 µM 1101, T cell modulator vesicle-bound % 28, MT stabilize HCS Hoechst-high % 2.6, MT stabilize HCS cytotoxicity % 1.8 and Myeloid diff MLP GFP+ MAC1+ % 1.1.
For Cc1cc([N+](=O)[O-])nn1CCCC(=O)NC1CCCCC1 the results were b-catenin transl -2.0, Dynein cargo inh -1, Insulin prom up -0.27, T cell modulator inactive, Lipid droplet 2, MT stabilize HCS 1.5, human PMI inhibition -7%, TNAP activation fold 1.1, Myeloid diff MLP inactive, Dynein cargo inh cytoplasmic EGFP -0.23, Dynein cargo inh nuclear GR-EGFP -0.72, Dynein cargo inh cell count 0.23, Insulin prom up cell count 1310, Lipid droplet cells 6.5 µM 735, b-catenin transl cell count 5 µM 1165, T cell modulator vesicle-bound % 26, MT stabilize HCS Hoechst-high % 1.8, MT stabilize HCS cytotoxicity % 0.4 and Myeloid diff MLP GFP+ MAC1+ % 0.2.
Screening O=C1/C(=C\c2ccco2)NC(=S)N1c1ccccc1 returned b-catenin transl 2.0, Dynein cargo inh -0.69, Insulin prom up -0.72, T cell modulator inactive, Lipid droplet 2, MT stabilize HCS 2.6, human PMI inhibition -67%, TNAP activation fold 0.9, Myeloid diff MLP inactive, Dynein cargo inh cytoplasmic EGFP -0.17, Dynein cargo inh nuclear GR-EGFP -0.22, Dynein cargo inh cell count 0.14, Insulin prom up cell count 1650, Lipid droplet cells 6.5 µM 677, b-catenin transl cell count 5 µM 1429, T cell modulator vesicle-bound % 61, MT stabilize HCS Hoechst-high % 3.0, MT stabilize HCS cytotoxicity % 2.3 and Myeloid diff MLP GFP+ MAC1+ % 0.2.
Screening CCOC(=O)c1cc(S(=O)(=O)N2CCN(C(=O)OCC)CC2)cn1C returned b-catenin transl 1.5, Dynein cargo inh 0.47, Insulin prom up -1.3, T cell modulator inactive, MT stabilize HCS 1.5, human PMI inhibition 9%, TNAP activation fold 1.1, Dynein cargo inh cytoplasmic EGFP 0.12, Dynein cargo inh nuclear GR-EGFP 0.26, Dynein cargo inh cell count -0.11, Insulin prom up cell count 1264, b-catenin transl cell count 5 µM 1358, T cell modulator vesicle-bound % 32, MT stabilize HCS Hoechst-high % 1.6 and MT stabilize HCS cytotoxicity % 8.0.
Screening CCOC(=O)c1c(NC(=S)NC)sc2c1CC(C)(C)SC2 returned b-catenin transl -0.2, Dynein cargo inh -1, Insulin prom up -0.23, T cell modulator inactive, Lipid droplet 4, MT stabilize HCS 9.2, human PMI inhibition 3%, TNAP activation fold 0.9, Myeloid diff MLP inactive, Dynein cargo inh cytoplasmic EGFP -0.25, Dynein cargo inh nuclear GR-EGFP -0.71, Dynein cargo inh cell count 0.39, Insulin prom up cell count 1393, Lipid droplet cells 6.5 µM 651, b-catenin transl cell count 5 µM 1104, T cell modulator vesicle-bound % 52, MT stabilize HCS Hoechst-high % 3.0, MT stabilize HCS cytotoxicity % 7.5 and Myeloid diff MLP GFP+ MAC1+ % 0.0.
Cc1c(C(=O)N/N=C/c2ccc(N(C)C)cc2)[nH]c2ccc(Cl)cc12 was read as b-catenin transl 41, Dynein cargo inh 0.67, Insulin prom up -0.41, T cell modulator inactive, Lipid droplet inconclusive, MT stabilize HCS 15, human PMI inhibition 5%, TNAP activation fold 1.3, Dynein cargo inh cytoplasmic EGFP -0.27, Dynein cargo inh nuclear GR-EGFP -0.042, Dynein cargo inh cell count -0.52, Insulin prom up cell count 782, b-catenin transl cell count 5 µM 260, T cell modulator vesicle-bound % 59, MT stabilize HCS Hoechst-high % 37 and MT stabilize HCS cytotoxicity % 47.

Assay outcomes from PubChem BioAssay.
